# Salmonella PhoP GFP = PhoP regulon inhibitors, Salmonella typhi PhoP promoter GFP reporter, confirmatory (AID 1850); Salmonella Typhi PhoP-promoter GFP reporter, fluorescence, 4 h; higher % means a stronger effect; one-dose inhibition, % at 50 µM; IC50 in µM for titrated hits; hit rate 0.33% among 310,000; in the data active = a potency from the dose series; inconclusive = inhibition mostly from about 25% at the one dose, without a potency; inactive = the rest, 99 in 100 with inhibition below about 19%;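 also: 0% = induced wells with vehicle and 100% = uninduced wells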
# influenza NS1A = NS1A inhibition, H1N1 influenza, cell based functional assay (AID 504329). NS1A functional cell-based assay, percent inhibition; higher % means a stronger effect. inhibition, % at 12.5 µM; hits with a dose series show IC50 in µM. hit rate 0.3% among 340,000; in the data active = a potency from the dose series; inconclusive = inhibition above about 27% without an active follow-up result; also: strong numbers were not always called active
# tuberculosis growth = growth inhibition of non-replicating M. tuberculosis (AID 488890) | hit rate 0.39% among 320,000 | inhibition, % at 25 µM; hits with a dose series show IC50 in µM | Mycobacterium tuberculosis non-replicating, growth inhibition; higher % means a stronger effect; in the data active = a potency from the dose series; inconclusive = inhibition mostly from about 82% at the one dose, without a potency; inactive = the rest, 99 in 100 with inhibition below about 76%;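 also: plate controls were DMSO cells for no effect and high antibiotic wells for full effect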
# M. tuberculosis HTS = M. tuberculosis growth inhibition, HTS (AID 449762) | M. tuberculosis H37Rv growth inhibition, 7H9 media; higher % means a stronger effect | one-dose inhibition, % at 25 µM; IC50 in µM for titrated hits | hit rate 0.59% among 330,000; in the data active = a potency from the dose series; inconclusive = inhibition above about 70% without an active follow-up result;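 also: bacterial growth assessed after seven days of incubation; strong numbers were not always called active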
# VEEV TC-83 Vero = inhibitors of VEEV TC-83 cytopathic effect, confirmation, Vero cells (AID 588727) | one-dose inhibition, % at 20 µM; IC50 in µM for titrated hits | Vero cells, VEEV TC-83 cytopathic effect inhibition; higher % means a stronger effect | hit rate 0.13% among 350,000; in the data active = a potency from the dose series; inconclusive = inhibition mostly from about 14% at the one dose, without a potency; inactive = the rest, 99 in 100 with inhibition below about 12%; also: strong numbers were not always called active
# VEEV TC-83 Vero 10K pilot screen = second read-out of VEEV TC-83 Vero, no call of its own (marks repeat the call); inhibition, %; measured here: 10K pilot screen inhibition
# Active calls of the source: *; i = inactive; ? = inconclusive; nt = no result given. Compounds were not picked by outcome, and some 1.6% of all compounds hit somewhere here.
SMILES,Salmonella PhoP GFP,influenza NS1A,tuberculosis growth,M. tuberculosis HTS,VEEV TC-83 Vero,others
COc1ccc(C2CC(c3cccs3)=NN2C(=O)CCC(=O)O)cc1 (stereo not drawn),-3%,-7%,-6%,0%,1.2%,
O=C(CCn1c2c(c3ccccc31)CCCC2)NNC(=O)c1ccc(Cl)c([N+](=O)[O-])c1,2%,6%,-22%,-2%,i,
CSc1ccc(C(=O)C2CCCN(C(=O)Cc3nonc3C)C2)cc1 (stereo not drawn),-3%,-5%,68%,2%,0.2%,
Cn1c(SCc2nc(-c3ccc(Br)cc3)no2)nnc1-c1ccco1,0%,-7%,39%,-3%,1.7%,
CCOC(=O)c1c(NC(=O)CN2C(=O)NC3(CCC(C)CC3)C2=O)sc(C(=O)N(C)C)c1C (stereo not drawn),4%,-12%,0%,2%,6.3%,
Cc1ccc(NC(=O)COc2coc(CN3CCc4ccccc43)cc2=O)cc1Cl,5%,-4%,3%,35%,1.7%,
O=C(O)c1cccc(-n2cccc2/C=C/[N+](=O)[O-])c1,-13%,22%,7%,-2%,5.4%,
COc1ccc(Cc2cc(NCc3ccccc3)c3ncn(C(C)C)c3c2)cc1,nt,13%,?,?,2.5%,
CCOC(=O)C1=CC[C@H]2c3c(c4ccccc4n3C)C(=O)C1N2C,nt,-5%,-9%,-14%,0.4%,
O=C(CCc1ccccc1)Nc1ccc2c(c1)OCO2,0%,19%,32%,21%,i,
CCc1ccc2oc(C(=O)Nc3cccnc3)c(C)c2c1,-5%,-4%,34%,3%,0.4%,
CCc1ccc(NC(=O)CCn2c(=O)oc3ccccc32)cc1,0%,-3%,18%,0%,3.8%,
CC1(C)Cc2c(sc3nnn(Cc4ccccc4)c(=O)c23)CO1,-1%,-2%,46%,14%,1.8%,
CN(C)C1=NC[C@H](Cc2ccccc2)N1CCCC1CCCCC1,5%,-12%,?,38%,i,
CCCCC(=O)Nc1ccc(N2CCN(C(=O)c3ccco3)CC2)cc1,-1%,6%,0%,-13%,8.3%,
Cc1ccc(-n2nc(C)c(C(C)(O)C(F)(F)F)c2N)cc1 (stereo not drawn),10%,-5%,4%,-5%,1.5%,
O=C(CN1CCc2cc3c(cc2C1)OCCCO3)Nc1cccc([N+](=O)[O-])c1,2%,3%,61%,13%,8.1%,
Cc1ccc(-c2noc(CNCCCN(C)C)n2)cc1,12%,3%,-8%,-1%,i,
Cc1c(/C=N/O)c2ccccc2n1C,9%,-8%,14%,66%,0.9%,VEEV TC-83 Vero 10K pilot screen=1.6
CSc1nc2ccccc2n1CC(=O)Nc1ccccc1,-3%,-6%,6%,-1%,3.5%,
O=C(CCC(=O)N1CCSc2ccccc21)NCc1cccc(Cl)c1,1%,-2%,-16%,-10%,i,
CCOP(=O)(OCC)C(Nc1cccc(C)c1)c1ccc(F)cc1 (stereo not drawn),-6%,2%,-4%,4%,1.3%,
COc1ccc(-c2n[nH]c(=S)n2N)c(OC)c1,-8%,5%,8%,-2%,1.7%,
CCc1ccc(N=CC2=C(O)CC(c3ccco3)CC2=O)cc1 (stereo not drawn),-7%,1%,82%,1%,0.1%,
Cn1c(=O)c(=O)n(C)c2cc(N3CCOCC3)c(NS(=O)(=O)c3ccc(F)c(Cl)c3)cc21,-9%,-1%,-5%,8%,3.2%,

# Continued.
SMILES,Salmonella PhoP GFP,influenza NS1A,tuberculosis growth,M. tuberculosis HTS,VEEV TC-83 Vero,others
Oc1ccc(-c2cnc(-c3ccc(O)cc3)nc2)cc1,6%,5%,10%,0%,7.6%,
O=c1c2ccccc2[nH]c(=S)n1-c1ccc2c(c1)OCO2,5%,7%,-5%,7%,0.8%,
CC[C@@]12C(=O)N(c3cccc(F)c3)C(=O)N1[C@H](c1cccc(C)c1)[C@@H]1C(=O)N(Cc3ccccc3)C(=O)[C@@H]12,7%,2%,14%,-6%,0.3%,
Cc1nn(CC(=O)NCCCN2CCC(N3CCCCC3)CC2)c(=O)c2cc(-c3ccccc3)nn12,-8%,12%,31%,-3%,3.3%,
O=C1c2ccncc2C(=O)N1CO,10%,-6%,-5%,-1%,1.3%,
O=P1(O)C=C(c2ccccc2)NC(c2ccccc2)=C1,-10%,-5%,2%,-1%,0.9%,
Cc1ccc(C)c(N2CCN(C(c3ccc(N(C)C)cc3)c3nnnn3C(C)(C)C)CC2)c1 (stereo not drawn),9%,9%,-7%,3%,0.9%,
CN1CCN(c2ccccc2NC(=O)c2cc(Br)ccc2Cl)CC1,-10%,-3%,22%,-3%,i,
CCOC(=O)CNC(=O)Cn1cnc2c(cnn2-c2ccc(C)cc2)c1=O,-10%,-3%,8%,-2%,i,
CCCCC(CC)C1OCC(CN2CCCC2)O1 (stereo not drawn),-11%,1%,10%,-13%,i,
Cc1ccc(S(=O)(=O)N2CCOCC2)cc1NC(=O)COC(=O)C1=COCCO1,5%,2%,1%,2%,1.0%,
CCCCn1c(=O)c(CCC(=O)OCC(=O)Nc2ccc(C)c(Cl)c2)nc2ccccc21,-3%,nt,6%,-9%,nt,
CC(C)c1ccc(Nc2ncccc2C#N)cc1,7%,-20%,2%,6%,3.2%,
C#CCOCCOCCOCCNc1nc(N2CCN(C(=O)[C@H]([C@@H](C)CC)n3cc([C@@H](N)CO)nn3)CC2)nc(N2CCN(C(=O)[C@H](CCCCN)n3cc([C@@H](N)CO)nn3)CC2)n1,nt,9%,37%,10%,i,
Cn1c(=O)c2c(nc(CN3CCC(C(N)=O)CC3)n2CCc2ccccc2)n(C)c1=O,-7%,2%,2%,-12%,i,VEEV TC-83 Vero 10K pilot screen=0.9
CCCOc1cc(C)c(S(=O)(=O)n2nnc3ccccc32)cc1C,-10%,19%,6%,1%,i,
COc1cccc(/C=N/NC(=O)c2ccc(=O)[nH]n2)c1O,12%,3%,4%,4%,0.9%,
Cc1onc(-c2ccc(Cl)cc2)c1-c1ccnn1S(=O)(=O)c1ccc(Cl)cc1,16%,nt,23%,-2%,3.5%,
Cc1nc2nc(SCC(=O)c3cccc([N+](=O)[O-])c3)[nH]c2cc1Br,-5%,-5%,-14%,-12%,1.5%,
CCC1CCCCN1CCCNC(=O)COc1cc(=O)n(C)c2ccccc12 (stereo not drawn),-12%,-11%,15%,-3%,i,
CCCc1cc(=O)oc2cc(C)cc(OC(C)C(=O)NCCCn3ccnc3)c12 (stereo not drawn),4%,3%,1%,-5%,6.7%,
CC1(C)SC2c3ccccc3C(=O)N2[C@@H]1C(=O)NCc1ccco1 (stereo partly drawn),22%,4%,-1%,5%,0.9%,
N#CC(C(=O)NCc1ccco1)c1nc2ccccc2nc1N1CCOCC1 (stereo not drawn),-4%,-15%,i,43µM*,8.5%,
CCC(=O)OCCn1c(=O)c2cc3c(=O)n(CCOC(=O)CC)c(=O)c3cc2c1=O,-16%,-3%,-24%,-14%,i,
CCCC(c1nnnn1CS(=O)(=O)c1ccc(C)cc1)N1CCN(CC)CC1 (stereo not drawn),0%,nt,5%,7%,i,

# Compounds from the list above with an aryl thioether with sulfur outside any ring:
SMILES,Salmonella PhoP GFP,influenza NS1A,tuberculosis growth,M. tuberculosis HTS,VEEV TC-83 Vero,others
CSc1ccc(C(=O)C2CCCN(C(=O)Cc3nonc3C)C2)cc1 (stereo not drawn),-3%,-5%,68%,2%,0.2%,
Cn1c(SCc2nc(-c3ccc(Br)cc3)no2)nnc1-c1ccco1,0%,-7%,39%,-3%,1.7%,
CSc1nc2ccccc2n1CC(=O)Nc1ccccc1,-3%,-6%,6%,-1%,3.5%,
Cc1nc2nc(SCC(=O)c3cccc([N+](=O)[O-])c3)[nH]c2cc1Br,-5%,-5%,-14%,-12%,1.5%,

# New compounds follow.
SMILES,Salmonella PhoP GFP,influenza NS1A,tuberculosis growth,M. tuberculosis HTS,VEEV TC-83 Vero,others
Cc1ccc(Oc2ccc(OCC(=O)NC3CCS(=O)(=O)C3)cc2)cc1 (stereo not drawn),-20%,7%,75%,-1%,1.0%,
Cc1ccc2nc(SCc3cn4cccnc4n3)[nH]c2c1,2%,-6%,-6%,5%,0.8%,
Cn1c(=O)[nH]c(=O)c2c1nc(N1CCN(c3ccccc3)CC1)n2CCSc1ncccn1,6%,-1%,-3%,-2%,7.7%,
CC(C)CC(=O)N1CCN(S(=O)(=O)c2ccc(C3CCCCC3)cc2)CC1,nt,-3%,14%,-2%,i,
O=C(Nc1ccc(O)cc1)c1ccc2c(c1)C(=O)N(Cc1ccco1)C2=O,0%,9%,4%,0%,0.5%,
O=C(NNC(=S)Nc1cccc2ccccc12)c1cccc(Br)c1,7%,-12%,?,11%,0.4%,
Cc1cc(C)n(-c2ccnc3cc(Cl)ccc23)n1,2%,-9%,-5%,8%,i,
CN1CCN(C(=O)c2ccc(COc3ccc(Cl)cc3Cl)cc2)CC1,9%,4%,10%,1%,0.3%,
Cc1ccsc1CN(C)C(=O)C1CCC(=O)N(CCc2cccc(F)c2)C1 (stereo not drawn),2%,2%,-1%,4%,1.7%,
CCOC(=O)c1cc2sccc2n1CC(=O)OC,-5%,-7%,20%,-6%,i,
CC(C)NC(=S)N/N=C/c1ccc(N2CCOCC2)cc1,3%,12%,-28%,2%,0.4%,
CN(/N=C/c1ccncc1)C1=NCCN1,22%,19%,-3%,-3%,0.1%,
CCCNC(=O)NCCC12CC3CC(CC(C3)C1)C2,-2%,-4%,15%,-2%,0.9%,
O=C(CSc1n[nH]c(-c2cccnc2)n1)Nc1ccccc1C(F)(F)F,-8%,2%,-2%,1%,1.6%,
CCCSc1oc(-c2ccco2)nc1S(=O)(=O)c1ccccc1,8%,-1%,16%,4%,3.8%,
CC(C)c1nnc(NC(=O)CCS(=O)(=O)c2ccccc2)s1,2%,9%,?,1%,1.5%,
Fc1cc(F)cc(-c2c(-c3ccccc3)ncc3ccc(F)cc23)c1,nt,-24%,69%,6%,0.6%,VEEV TC-83 Vero 10K pilot screen=3.1
COC(=O)c1nnn(CC(=O)NC(=O)Nc2c(C)cccc2C)c1C(=O)OC,-4%,0%,-8%,1%,0.2%,
CC(=O)c1cnc(Nc2nc(C)c3ccccc3n2)nc1C,4%,nt,6%,-1%,nt,
COc1ccc(-c2cc(OC(=O)c3ccc(F)cc3)c3c(C)oc(C)c3c(=O)c2)cc1,8%,nt,12%,-3%,nt,
O=C1CC(c2ccccc2)CN1C(=O)c1cncc(Br)c1 (stereo not drawn),-23%,0%,9%,1%,1.2%,
CC1CCCC(C)N1C(=O)COC(=O)c1cccc(S(=O)(=O)N(C)c2ccccc2)c1 (stereo not drawn),nt,-12%,18%,-4%,0.4%,
O=C(N[C@H]1C/C=C\C[C@@H](CC(=O)N(CCO)Cc2ccccc2)C(=O)N[C@H](Cc2c[nH]c3ccccc23)COC1=O)OCC1c2ccccc2-c2ccccc21,nt,-4%,60%,6%,4.7%,
COc1ccc(OC)c(C(=O)CSc2nnc(-c3cccs3)o2)c1,-4%,-11%,-16%,-13%,0.4%,
Cc1ccc(S(=O)(=O)N2CCOCC2)cc1C(=O)NCc1ccco1,-1%,-7%,-3%,2%,0.7%,

# In the list so far, 2 contain a COOH group.
SMILES,Salmonella PhoP GFP,influenza NS1A,tuberculosis growth,M. tuberculosis HTS,VEEV TC-83 Vero,others
COc1ccc(C2CC(c3cccs3)=NN2C(=O)CCC(=O)O)cc1 (stereo not drawn),-3%,-7%,-6%,0%,1.2%,
O=C(O)c1cccc(-n2cccc2/C=C/[N+](=O)[O-])c1,-13%,22%,7%,-2%,5.4%,

# Carrying on:
SMILES,Salmonella PhoP GFP,influenza NS1A,tuberculosis growth,M. tuberculosis HTS,VEEV TC-83 Vero,others
CCCCN1C(=O)N(CCc2ccc(F)cc2)S(=O)(=O)c2cc(C(F)(F)F)ccc21,nt,-31%,nt,nt,0.5%,
CCOc1ccc(S(=O)(=O)NCCC(=O)Nc2nnc(C)s2)cc1,3%,-14%,10%,5%,i,
COc1cccc(C(=O)Nc2ccc3[nH]c(=O)[nH]c3c2)c1OC,4%,-2%,6%,6%,2.1%,
CN(C(=O)c1ccc(S(=O)(=O)N2CCCC2)cc1)C1CCS(=O)(=O)C1 (stereo not drawn),3%,-2%,0%,-1%,4.0%,
CCOC(=O)c1c(NC(=O)CSc2ncccn2)sc2c1CC(C)(C)NC2(C)C,-6%,-3%,9%,9%,5.8%,
O=C(Nc1ccc2c(c1)CCC2)c1cc(=O)[nH]c2ccccc12,4%,-4%,-16%,6%,1.3%,
CCCOc1ccc(-c2c(C(=O)N/N=C/c3ccc(OCC)cc3)nnn2-c2nonc2N)cc1,-11%,10%,nt,1%,0.6%,
O=C(CSc1c2c(nc3ccc(Cl)cc13)CCCC2)NCc1ccco1,0%,-7%,24%,1%,43%,
O=C(C1CCN(S(=O)(=O)c2ccccc2F)CC1)N1CCN(Cc2ccc3c(c2)OCO3)CC1,nt,-1%,8%,0%,i,
